# Source: PubChem BioAssay
# CRFR2-BP ag: agonists of human CRF-binding protein/CRF-R2 receptor complex. HEK293 CRF-R2/CRF-BP, calcium dye fluorescence (FLIPR); percent of saturating CRF peptide response. activation, % at 13.2 µM. 350,000 tested, 0.46% active;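 active = activation of at least 50%, plus an integration ratio under a set limit after plate pattern correction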;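 also: plate controls were neutral control wells without compound for no effect and CRF at EC100 for full effect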
# p-CIP stab down: compounds decreasing mouse p/CIP protein stability. F442A p/CIP-EGFP cells, EGFP fluorescence, 16 h. decrease of EGFP signal, % at 10 µM. 290,000 tested, 0.01% active. AID 1984;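 active = EGFP signal decrease of at least 30% at 10 µM or well 3 SD below plate mean, unless failing retest; inactive = the rest, including hits failing retest or dose response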; also: some compounds called inactive have numbers as strong as hits; many of its hits are not listed in these tables
# Target sequence (Q05BA5 1-1403): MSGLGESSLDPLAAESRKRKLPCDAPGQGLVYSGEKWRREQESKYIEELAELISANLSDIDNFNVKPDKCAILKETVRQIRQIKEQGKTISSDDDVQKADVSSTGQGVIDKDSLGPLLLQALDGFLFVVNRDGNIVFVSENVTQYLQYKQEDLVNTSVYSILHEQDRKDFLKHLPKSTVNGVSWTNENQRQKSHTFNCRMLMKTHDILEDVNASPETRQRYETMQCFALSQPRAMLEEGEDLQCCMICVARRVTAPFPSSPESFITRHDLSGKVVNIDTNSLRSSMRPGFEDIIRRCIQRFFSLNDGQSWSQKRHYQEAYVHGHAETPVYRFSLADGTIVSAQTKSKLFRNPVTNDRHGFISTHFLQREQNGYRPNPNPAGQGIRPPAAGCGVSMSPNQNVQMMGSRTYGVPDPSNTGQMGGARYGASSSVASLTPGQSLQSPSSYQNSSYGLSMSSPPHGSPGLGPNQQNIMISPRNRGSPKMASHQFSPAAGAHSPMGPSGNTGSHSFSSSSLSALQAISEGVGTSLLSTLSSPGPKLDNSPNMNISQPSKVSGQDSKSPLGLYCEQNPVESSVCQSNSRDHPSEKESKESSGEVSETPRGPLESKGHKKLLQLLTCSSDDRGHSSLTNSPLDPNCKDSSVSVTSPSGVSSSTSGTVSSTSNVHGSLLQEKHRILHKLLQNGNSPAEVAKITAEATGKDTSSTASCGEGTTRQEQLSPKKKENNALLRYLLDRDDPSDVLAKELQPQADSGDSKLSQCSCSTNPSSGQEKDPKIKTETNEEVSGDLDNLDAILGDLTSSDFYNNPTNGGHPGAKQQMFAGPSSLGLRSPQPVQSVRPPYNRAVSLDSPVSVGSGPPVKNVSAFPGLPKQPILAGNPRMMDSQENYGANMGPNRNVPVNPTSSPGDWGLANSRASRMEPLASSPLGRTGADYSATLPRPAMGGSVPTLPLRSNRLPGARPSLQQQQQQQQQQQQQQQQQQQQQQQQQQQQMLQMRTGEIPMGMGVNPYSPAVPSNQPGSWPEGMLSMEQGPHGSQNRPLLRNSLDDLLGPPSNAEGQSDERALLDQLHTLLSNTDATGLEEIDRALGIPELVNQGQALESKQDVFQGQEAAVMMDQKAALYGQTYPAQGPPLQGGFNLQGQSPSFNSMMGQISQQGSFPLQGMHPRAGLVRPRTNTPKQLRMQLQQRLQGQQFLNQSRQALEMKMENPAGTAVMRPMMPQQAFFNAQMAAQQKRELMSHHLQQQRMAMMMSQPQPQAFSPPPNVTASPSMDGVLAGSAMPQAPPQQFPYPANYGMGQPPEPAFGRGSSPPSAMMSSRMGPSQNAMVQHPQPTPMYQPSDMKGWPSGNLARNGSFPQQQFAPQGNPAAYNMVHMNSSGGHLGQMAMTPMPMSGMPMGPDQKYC
# PHOSPHO1 inh: PHOSPHO1 (human) inhibition; Q8TCT1; recombinant PHOSPHO1, absorbance phosphatase assay; inhibition, % at 13.3 µM; 290,000 tested, 1.1% active; AID 1565; in the data active = inhibition above about 60%
# IDE inh: cellular human IDE inhibition. HEK cells, FAbetaB cleavage, fluorescence polarization. inhibition, % at 5.59 µM. 320,000 tested, 0.41% active;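 active = percent inhibition above the average of all tested compounds plus 3 SD, set per screening campaign, cut at about 16% in these data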;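 also: IDE supplied by intact live HEK cells; FP after avidin binding of uncleaved biotin substrate so inhibition keeps polarization high; 0% = DMSO wells and 100% = 60 µM reference IDE inhibitor Ii1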
# CRFR2-BP antag: CRF-BP/CRF-R2 complex antagonism; HEK293 CRF-R2/CRF-BP, CRF-induced calcium fluorescence; 350,000 tested, 0.59% active; inhibition, % at 11.8 µM;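 active = inhibition of the ligand-induced calcium signal above about 50% at the single tested concentration, limit read from the data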
# GalR3 antag: human GalR3 antagonism; HEK293 GalR3-CNG cAMP membrane potential fluorescence; galR3 body fused to GalR1 C-terminus; 360,000 tested, 0.44% active; inhibition, % at 3 µM;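 active = inhibition above the screen-wide average plus 3 SD, cut at about 13% in these data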;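 also: forskolin and galanin both at EC90 stimulate the cells; cAMP rise reported by CNG channel membrane potential dye signal; 0% = forskolin plus galanin with DMSO and 100% = forskolin alone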
# IDE cell activ: activators of human insulin-degrading enzyme in cells; P14735; HEK cells, FAbeta-B cleavage, fluorescence polarization; 0% vehicle, 100% cell-free pure enzyme wells; activation, % at 5.96 µM; 340,000 tested, 0.073% active; AID 493087;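 active = activation above the mean of all tested compounds plus 3 SD, set per screening campaign, cut at about 17% in these data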
# MEKK3 PB1 HTS: raises or lowers MEK5 binding to the human MEKK3 PB1 domain; Q99759; bead-based flow cytometry, Alexa488-MEK5 binding to MEKK3; actives lie on both sides; 0 = blocked by unlabeled MEK5, 100 = vehicle; binding response (% of control), % at 10 µM; 290,000 tested, 1.4% active; AID 1529;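 active = binding response more than 3 SD above or below the average of its plate-row segment, actives on both sides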;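 also: Alexa488 bead fluorescence after subtracting the streptavidin-only scavenger bead signal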
# CHRM4 PAM: potentiates acetylcholine response at human M4 receptor; P08173; CHO-K1 hM4/Gqi5, Fluo-8 calcium fluorescence, ACh EC20; 0% = ACh EC20, 100% = maximal ACh; activation, % at 3 µM; 360,000 tested, 0.4% active; AID 624126;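 active = activation above its plate's cutoff, the mean activation of sample wells plus 3 SD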; also: some results filed as inactive read as strong as hits
# An asterisk follows results filed as active; / = not tested or not shown.
# Every second line gives: CRFR2-BP antag, CRFR2-BP ag, p-CIP stab down, MEKK3 PB1 HTS, CHRM4 PAM, IDE cell activ, IDE inh, GalR3 antag, PHOSPHO1 inh
Cc1ccc(S(=O)(=O)N(C)c2ccc(OCC(=O)OCc3ccc(C#N)cc3)cc2)cc1
  49.5, 1.1, /, /, -7.8, 0.1, 2.3, -7.6, /
CCOc1ccc(C(=O)NCC(=O)NCC(c2ccccc2OC)N2CCCC2)cc1 (stereo unspecified)
  1.6, -0.3, /, /, -2.6, 6.2, -0.8, 0.8, /
CC(C)OCCCNC(=O)Cc1ccc(F)cc1
  4.3, -1.0, -4.7, 94.0, 11.8, 4.7, -0.1, 3.2, 29.2
CCN(CC(=O)NC(C)(C)C)C(=O)c1ccc(Br)cc1
  10.0, -2.8, -1.3, 83.0, 2.7, 0.0, -0.6, -0.5, -3.0
Cc1ccc(Cl)c(NC(=O)CCl)c1Cl
  -6.3, -0.5, 1.7, 99.0, 2.9, 1.4, 2.3, -2.8, 23.6
Cc1ccc([N+](=O)[O-])cc1S(=O)(=O)NCCc1c(C)[nH]c2ccccc12
  -17.2, 8.0, 6.8, 105.0, -4.8, 0.0, -4.1, -4.6, 0.6
COc1cc(S(=O)(=O)NCC2COCCO2)ccc1-n1cnnn1 (stereo unspecified)
  -0.1, -1.2, -4.5, 109.0, 3.4, -0.3, -11.6, -1.0, -27.3
CC12CN3CCN(CC(C3)/C1=N/NC(=O)Nc1ccccc1)C2
  -4.9, -0.8, -9.5, 94.0, -4.0, 1.5, -0.7, -2.5, -2.2
CCOC(=O)c1c[nH]c2nc(C)ccc2c1=O
  31.7, 32.1, 2.8, 100.0, 15.9, 1.5, 0.9, -6.0, -3.7
O=C(COc1coc(CN2CCN(c3cccc(Cl)c3)CC2)cc1=O)NC1CCCC1
  8.6, -0.3, /, /, 11.3, -2.2, -1.8, -3.7, /
CCc1cccc(NC(=O)Nc2ccc3c(c2)OCO3)c1
  19.0, -0.9, 1.7, 101.0, -3.8, 1.4, 0.2, -5.3, 26.9
Cc1cccc(S(=O)(=O)NNC(=O)c2sc(C)nc2C)c1
  13.0, 0.2, -12.7, 100.0, 2.9, -2.5, 1.8, -1.4, 1.4
COc1cc2c(C)nc3c(c(C)nn3-c3ccccc3)c2cc1OC
  -7.8, 0.0, 8.1, 97.0, 8.9, 1.5, 7.9, -5.2, 11.9
CCCS(=O)(=O)N1CCC(C(=O)NCC2CCCO2)CC1 (stereo unspecified)
  16.5, -0.7, 9.9, 99.0, 5.5, 0.0, -1.2, 2.1, -15.0
O=C(CN1C(=O)NC2(CCCCCCC2)C1=O)NCc1ccccc1Cl
  -4.3, 3.3, /, /, -0.6, -0.3, -1.2, -5.9, /
COc1ccc2[nH]cc(CCNC(=O)Cc3c(F)cccc3Cl)c2c1
  -2.1, 1.4, -3.9, 105.0, -4.8, 5.1, 4.1, 1.3, 41.1
CS(=O)(=O)Nc1cccc(C2=NN(C(=O)c3ccco3)C(c3cccs3)C2)c1 (stereo unspecified)
  -55.3, -4.0, 1.5, 102.0, 3.0, -2.2, 5.8, -0.3, 36.6
COc1cccc2cc(C(=O)NC3CC(C)(C)NC(C)(C)C3)c(=O)oc12
  -7.1, 0.7, /, 97.0, /, /, -3.9, /, /
CCOC(=O)c1c(NC(=O)COC(=O)C2CC2C)sc(C)c1C (stereo unspecified)
  -10.9, 1.4, 14.4, 107.0, -4.2, 0.9, 10.1, -8.9, -10.2
O=C(COc1ccccc1Cl)NCCC1=CCCCC1
  -40.1, -0.9, 2.2, 103.0, 8.3, 2.4, -3.2, -0.1, 8.6
CCNC(=O)C(=O)Nc1ccc2c(c1)N(S(=O)(=O)c1cccs1)CCC2
  7.3, 0.2, /, /, 6.7, 4.8, 2.5, -2.6, /
Cc1cc(C=C2C(=O)c3ccccc3C2=O)c(C)n1-c1cccc(C(=O)O)c1
  2.8, 0.3, -8.1, 88.0, -6.0, 2.2, 4.3, -3.0, -9.9
C=C1C(=O)O[C@H]2[C@H]1[C@@H](O)CC(=C)[C@@H]1CC(=O)[C@@H](C)[C@H]21
  6.5, 0.3, -1.1, 106.0, 7.1, 3.5, 0.7, /, 29.2
O=S(=O)(c1c(Cl)sc(Cl)c1Br)N1CCCC1
  9.3, -1.4, -21.9, 101.0, 3.7, 10.1, 0.5, -2.3, 42.1
O=C1CCC(C(=O)N2CCN(c3ccccc3)CC2)CN1Cc1ccc(Cl)cc1 (stereo unspecified)
  2.8, -1.4, /, /, -0.3, /, /, -0.2, /
CCN(CC)c1ccc2cc(C=O)c(=O)oc2c1
  -230.0, 308.9, -19.1, 99.0, -1.5, -68.9, 90.5*, -1.7, -2.6
COc1ccc(C(=O)Cn2c(=O)c(CCC(=O)O)nn3c4ccccc4nc23)cc1OC
  27.4, 12.0, 6.7, 105.0, 13.9, 0.5, 9.2, 1.3, 0.1
Cc1nn(C)cc1S(=O)(=O)Nc1ncccn1
  -11.2, 0.1, -3.0, 103.0, 1.6, 7.0, -6.6, 3.8, 4.5
COc1ccc([C@H]2C(C#N)=C([S-])N[C@](C)(O)[C@@H]2[n+]2ccccc2)cc1
  -18.5, 2.5, -11.1, 82.0, -15.5, /, /, 0.6, -31.1
NNC(=O)c1ccc(COCC(F)(F)C(F)F)cc1
  0.0, -1.2, 3.0, 96.0, -2.1, -3.4, -1.0, 4.6, 20.3
Nc1c(C(=O)Nc2ccccc2)c2nc3ccccc3nc2n1-c1ccc(O)cc1
  -1.1, 3.4, -11.7, 102.0, -9.7, 4.2, -0.9, -11.1, 20.0
COc1cccc(CNS(=O)(=O)c2c(C)nc3sccn3c2=O)c1
  -14.2, 0.9, -5.7, 102.0, 0.1, -3.2, -2.9, /, 15.1
COc1cccc(CN(C(=O)/C=C/c2ccco2)C2CCS(=O)(=O)C2)c1 (stereo unspecified)
  -4.0, -0.9, 11.8, 98.0, 1.9, 1.4, 6.5, 5.7, 18.1
Clc1ccc(-c2nc3ccccn3c2CN2CCOCC2)cc1
  1.1, 0.9, 10.5, 100.0, 4.3, 1.5, 0.8, -2.8, -4.0
C[C@H]1CN([C@@H](C)CO)C(=O)c2cc(-c3cccc(F)c3)cnc2O[C@@H]1CN(C)S(C)(=O)=O
  -14.0, -0.1, /, /, 5.5, /, /, -7.5, /
COc1ccccc1C(=O)CSc1cccc[n+]1[O-]
  18.6, 0.4, 11.1, 102.0, 1.6, 3.0, -4.6, -6.6, 0.6
CCC1(CC)NC(=O)N(CC(=O)OCC(=O)Nc2ccc(C(F)(F)F)cc2)C1=O
  -5.6, -1.5, -5.8, /, -1.1, 5.5, 2.5, -1.6, -17.0
Cc1ccc(C)c(NS(=O)(=O)c2ccc3c(c2)NC(=O)CCS3)c1
  -7.5, 0.4, -11.8, 107.0, -6.0, 8.6, 1.4, -2.0, 27.9
COC(=O)c1c(NS(=O)(=O)c2ccc3ccccc3c2)sc2c1CCCC2
  19.0, -9.3, -11.7, 102.0, 3.0, -2.5, 2.5, -5.0, 71.0*
Cc1cccc(C)c1NC(=O)CN(C)C(=O)c1ccccc1Sc1ccccc1C#N
  1.2, 0.0, /, /, 3.2, 3.9, -0.6, -5.0, /
COc1ccc(-n2nnnc2SC(C)C(N)=O)cc1 (stereo unspecified)
  -8.0, 0.1, -10.0, 106.0, 5.3, 4.8, -2.0, -0.6, 11.4
Cc1ccc(C2C(C#N)=C(N)Oc3n[nH]c(-c4ccccc4)c32)o1 (stereo unspecified)
  -3.6, -1.6, 6.5, 97.0, -1.7, -6.0, 8.2, 3.9, 0.2
CNC(=O)C(=O)Nc1c(C)cc(C)cc1C
  4.2, -1.6, 1.9, 134.0*, 3.4, 8.0, 0.9, 1.6, -7.5
CC(C)CNC(=O)C1CCCN(C(=O)NCc2ccccc2)C1 (stereo unspecified)
  10.7, -0.5, -18.4, 107.0, -4.1, 6.7, 7.2, -4.3, 43.6
O=C(Nc1nccs1)c1ccc(COc2ccc(F)cc2)o1
  -3.6, -1.7, -5.1, 98.0, 4.8, -1.2, 1.5, -8.7, -33.6
O=C(Nc1ccc(C(=O)N2CCCC2)cc1)C1CCC1
  -7.4, -0.2, /, /, 2.6, -0.3, /, 3.2, /
O=C(CN1C(=O)C2CC=CCC2C1=O)N1CCN(S(=O)(=O)c2ccccc2)CC1 (stereo unspecified)
  4.5, -0.8, /, /, 1.0, 2.9, -2.7, -6.0, /
Cc1ccc(-c2ccnc3c(Br)c(C)nn23)cc1
  -5.3, -1.0, 15.4, 103.0, 0.9, -2.6, 8.6, -11.6, 9.8
Cc1cc(S(=O)(=O)NCCCN2CCOCC2)ccc1F
  -22.1, 2.7, -15.6, 105.0, 7.5, 2.9, 0.9, -1.0, -4.0
COc1ccc(CCNC(=O)CCC2COc3ccccc3O2)cc1OC (stereo unspecified)
  17.8, -1.0, -16.8, 88.0, 3.9, 5.3, -2.9, -6.5, -20.1

# (further entries)
# Every second line gives: CRFR2-BP antag, CRFR2-BP ag, p-CIP stab down, MEKK3 PB1 HTS, CHRM4 PAM, IDE cell activ, IDE inh, GalR3 antag, PHOSPHO1 inh
CC(C)(C)c1[nH]c2ccccc2c1/C=N/O
  3.7, -2.2, -13.7, /, 11.3, 0.0, -1.4, -3.9, 20.4
O=C(CSc1cccc[n+]1[O-])Nc1ccc([N+](=O)[O-])cc1Cl
  -0.2, 0.5, -3.9, 97.0, 8.6, -5.4, 6.2, -0.9, 21.9
Cc1c(C(=O)OCC(=O)NCCN2C(=O)CSC2=O)cccc1[N+](=O)[O-]
  -8.8, 1.1, /, /, 0.7, 1.0, -1.0, -7.5, /
COCc1nnc(NC(=O)c2ccco2)s1
  0.5, 0.6, -0.3, 111.0, 1.3, -1.6, 3.3, -1.3, -9.3
CC(C)(C)OC(=O)N(CCc1ccccc1)Cc1cccc(OCc2cccc(NC(=O)C3CCC3)c2)c1
  -3.0, 5.1, /, /, -3.2, 4.9, /, -5.9, /
COc1cccc(COC(=O)CCNC(=O)c2ccc(Br)cc2)c1OC
  1.9, -1.9, /, /, 6.7, 6.0, -7.1, -4.9, /
COc1ccc(C(=O)/C=C/c2ccc(C)cc2)c(OC(=O)c2ccc([N+](=O)[O-])cc2)c1
  -5.3, -0.3, 1.2, 106.0, -1.0, 6.0, 4.8, -3.8, 7.0
CC(=O)c1ccc(Sc2ccccc2)cc1
  15.3, -0.2, -2.7, 102.0, -2.3, 2.1, 4.9, -3.4, -4.0
COc1ccc(-c2[nH]ncc2-c2cscn2)c(O)c1
  48.5, 6.0, 5.3, 80.0, 6.7, /, -1.5, -6.3, -3.7
CN(C)CCCCCCCCCCC(=O)/C=N/O
  -6.5, -0.8, /, 100.0, -4.7, -0.5, -10.6, -2.8, /
Cc1ccn2c(=O)nc(SCC(=O)Nc3cccc4ccccc34)nc2c1
  -9.1, 0.4, /, /, 1.8, 1.6, 7.4, -4.2, /
C/C(=N\NC(=O)C1(C)CC1(Br)Br)c1cccc(NC(=O)C(C)(C)C)c1 (stereo unspecified)
  -2.2, -0.2, -12.2, 106.0, -5.5, -1.0, 1.2, -10.7, -5.1
CCCCNC(=S)NNC(=O)CCn1nc(C)c(Br)c1C
  -8.0, -0.2, -12.8, 108.0, 8.5, 11.8, 8.0, 0.8, 25.8
CC(=O)Nn1c(COc2ccccc2C)nc2ccccc2c1=O
  7.2, -0.7, -8.8, 103.0, 3.0, 0.8, 0.6, -0.6, -4.1
C[C@H](CO)N1C[C@H](C)[C@@H](CN(C)S(=O)(=O)c2cccs2)Oc2c(NC(=O)C3CCCCC3)cccc2C1=O
  0.2, 2.1, /, /, 8.7, 5.0, -2.8, -3.9, /
CCn1c(N)c(C(=O)NC)sc1=S
  -0.7, 1.2, -5.1, 104.0, 10.8, -9.1, 1.3, 3.1, 55.8
